Screens from PubChem.
Y pestis TopoI – blocks Yersinia pestis topoisomerase I activity. actives 0.064% (n = 360,000). Y. pestis Topo-I cleavage product accumulation, plate reader. activity, % at 10 µM. AID 504884; in the data active = activity above about 50%, passing the limit was not always enough; inconclusive = no clear call, values can overlap the other calls; note: inactives centre near 2
VHR inh abs – DUSP3 (human) phosphatase inhibition. P51452. recombinant VHR phosphatase, pNPP absorbance. inhibition, % at 13.3 µM. actives 0.52% (n = 290,000); in the data active = inhibition above about 50%; note: some compounds called inactive have numbers as strong as hits
CCHF vOTU inh – blocks the CCHF virus ovarian tumor domain protease | CCHFV vOTU protease, Pep-AMC fluorescence | inhibition, % at 11.5 µM | actives 0.55% (n = 370,000) | AID 651958; in the data active = inhibition above about 30%; note: 0% = vehicle wells with enzyme and 100% = no enzyme wells
Anthrax LF inh2 – anthrax lethal factor protease inhibition; actives 0.12% (n = 360,000); multiplex microsphere protease cleavage assay, LF; P15917; AID 588501; inhibition, % at 10 µM; note: plate controls were buffer without enzyme for full effect and enzyme alone for no effect
TcdB inh – TcdB glycohydrolase inhibition; TcdB glycohydrolase enzymatic assay, plate reader; P18177; inhibition, % at 9.99 µM; actives 0.24% (n = 350,000); AID 652162; in the data active = inhibition above about 10%
3CLpro inhibitor – SARS-CoV 3CLpro protease inhibition; P0C6X7; recombinant SARS-CoV 3CLpro, quenched FRET peptide cleavage; inhibition, % at 6 µM; actives 0.14% (n = 290,000); in the data active = inhibition above about 12%
SSB-PriA inh – inhibitors of Klebsiella pneumoniae PriA binding to SSB C-terminal tail; inhibition, % at 33 µM; actives 0.6% (n = 430,000); AlphaScreen SSBct-PriA binding, biotinylated peptide; in the data active = inhibition mostly above about 37%, no sharp cut-off; inactive = mostly below about 20%;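 note: plate controls were negative control peptide for no effect and reference peptide for full effect; strong numbers were not always called active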
BoNT A protease – blocks Botulinum neurotoxin A light chain protease; inhibition, % at 10 µM; actives 0.17% (n = 360,000); AID 588499; multiplex microsphere protease substrate cleavage, flow cytometry; note: plate controls were buffer without enzyme for full effect and enzyme alone for no effect
PfHsp40 yeast – restores yeast growth despite PfHsp40 toxicity; S. cerevisiae expressing PfHsp40, growth rescue, ATP luminescence; growth rescue, % at 12.5 µM; actives 0.68% (n = 340,000); AID 504582; in the data active = growth rescue above about 28%, passing the limit was not always enough; inconclusive = no clear call, values can overlap the other calls;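 note: yeast W303a lacking pdr1 and pdr3 grown in galactose medium; growth measured after three days at 30 °C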
BH1578 lux ind – induces V. cholerae light production without autoinducers; AID 588436; V. cholerae BH1578 lux reporter, luminescence, 6 h; actives 0.16% (n = 350,000); activation, % at 18.7 µM; in the data active = activation mostly above about 9.7%, no sharp cut-off; inconclusive = no clear call, values can overlap the other calls; inactive = mostly below about 3.7%; note: not every result past the cut was called active; inactives centre near 0; reference of the scale not given here
Numbers without * were called inactive; i = inactive; u = inconclusive; x = no result given; & = joins results of further samples. Cut-off read from the data, not from the text of the source, unless noted: active = inhibition above about 30%; inconclusive = no clear call, values can overlap the other calls; inactive = below that.

SMILES	Y pestis TopoI	VHR inh abs	CCHF vOTU inh	Anthrax LF inh2	TcdB inh	3CLpro inhibitor	SSB-PriA inh	BoNT A protease	PfHsp40 yeast	BH1578 lux ind
O=C(CN1C(=O)C2CCCCC2C1=O)NC1CCCc2ccccc21 (stereo unspecified)	2	x	-7	x	0.8	x	-6	x	0.9	-0.5
CC(=O)N1CCN(S(=O)(=O)c2cccc(C(=O)Nc3ccccc3N3CCCC3)c2)CC1	4	x	-5	u	0.5	x	-12	-1.7	-0.3	-0.3
COC(=O)Cn1ncc(N2C3CC(CC(C)(C)C3)C2C)c(Cl)c1=O (stereo unspecified)	5	11	11	-2	x	-3	0	-1.6	-1.1	-0.1
COc1ccc(C)cc1NC(=O)c1ccccc1N(C)S(=O)(=O)c1ccccc1	18	22	-5	-13	0.7	0	2	-5.4	-1.8	-0.1
CCCN(CCC)S(=O)(=O)c1ccc(C(=O)Nc2ccc(S(=O)(=O)Nc3nnc(CC)s3)cc2)cc1	19	7	26	-7	0.0	9	0	0.0	2.1	i
CCCn1cnc2c(SCc3ccccc3F)nc(N)nc21	1	x	9	-6	-0.5	x	-12	-0.3	0.8	-1.7
CCOc1[nH]n(-c2ccc(Cl)cc2)c(=O)c1C=Nc1ccc(OC)cc1	-7	21	-6	9	x	5	2	0.1	-0.1	-0.3
Cc1ccnc2nc(C(=O)OCC(=O)Nc3ccccc3C(C)(C)C)nn12	-2	22	-1	-2	-0.8	3	-3	-0.1	1.6	-0.9
CCCCn1c(=O)[nH]c(=O)c2c1nc(COC(=O)c1c(C)noc1C)n2CCC	8	7	4	8	x	-6	2	-0.9	1.3	-0.7
Cc1cc(C)n(C(=O)c2ccccc2[N+](=O)[O-])n1	-4	15	6	-2	1.5	-8	0	-1.2	-1.7	-0.4
Cc1ccc2c(c1)C(c1ccncc1)=NNC(c1ccccc1)=N2	3	12	-7	1	-1.0	0	-15	-1.4	-0.7	-0.5
Cn1c(SCC(=O)N/N=C/C=C/c2ccccc2[N+](=O)[O-])nc2ccccc21	12	13	-8	-1	0.3	-2	x	-0.8	-1.4	-0.2
COc1cccc(NC(=O)Cc2nnc(SCC(=O)NC3=NCCS3)n2C)c1	-6	14	-7	2	0.8	-1	-3	-0.6	0.5	-0.4
CC(C)CNC(=O)c1cccc(NC(=O)COc2ccc([N+](=O)[O-])cc2)c1	-8	18	-7	1	0.7	0	-15	0.1	-0.4	i
NNC(=S)NC1CCCCC1	-4	17	12	-8	0.0	3	-9	-0.4	1.0	i
CCC(=O)Nc1nonc1-c1nc2ccccc2n1N(C(=O)CC)C(=O)CC	3	7	4	-2	x	-2	-15	0.3	0.3	i
CCC(C)(C)NC(=O)C(c1ccc(OC)cc1)N(Cc1cccs1)C(=O)CCC(=O)Nc1cc(C)on1 (stereo unspecified)	16	18	18	-5	x	3	-13	-1.4	5.1	i
COc1cccc2oc3cc(C#CC4(O)CCCCC4)ccc3c(=O)c12	11	29	-10	4	0.3	-2	3	-0.1	8.2	9.1
Cc1cc(C)c(C#N)c(SCc2cn3ccccc3n2)n1	-1	8	-7	0	2.0	2	3	0.5	1.2	-0.4
CCN(CC)CCOC(=O)c1cc2cc(COC)ccc2o1	-3	21	x	0	x	1	-17	-0.2	0.4	-0.8
O=C(c1ccc(F)cc1)N1CCN(Cc2ccccc2Br)CC1	19	2	6	1	x	0	-21	0.2	4.0	5.0
O=C(NCCN1CCCC1)C1(S(=O)(=O)c2ccc(Cl)cc2)CC1	-4	7	1	-3	1.4	-3	-10	-0.4	-1.1	i
CCOC(=O)c1cc2c(=O)n3ccccc3nc2n(CC2CCCO2)c1=NC(=O)/C=C/c1ccccc1 (stereo unspecified)	40	12	-241	8	0.2	3	3	2.3	0.9	-0.1
COc1ccccc1C(C(=O)NC1CCCCC1)N(C(=O)c1csnn1)C1CC1 (stereo unspecified)	3	12	-9	5	-1.1	-1	-9	-0.5	1.1	i
O=c1[nH]c2ccccc2nc1-c1nnnn1C1CCCC1	x	x	-21	0	1.2	x	x	1.7	x	x
CCC(C(=O)O)n1cnc2scc(-c3ccc(C)c(C)c3)c2c1=O (stereo unspecified)	-1	-18	-5	0	0.9	4	2	0.3	-1.8	0.8
COC(=O)c1ccc2c(c1)NC(=O)C(N1CCCC1)S2 (stereo unspecified)	14	10	-2	3	x	-4	11	2.1	-0.5	i
O=C(CN1C(=O)NC2(CCCCC2)C1=O)NNC(=O)C1CC1	0	x	-3	x	-0.1	x	-10	x	0.2	-0.5
O=C(O)c1cccc(NS(=O)(=O)c2ccc3c(c2)OCCCO3)c1	-1	0	-5	2	-4.1	0	-12	0.0	0.9	-0.1
Cc1nn(-c2ccccc2)c(Cl)c1/C=N/Nc1nc2ccccc2n1C	12	-11	7	-1	2.4	-2	x	-0.6	1.2	-0.2
COc1ccc(/C=N/N2CCOCC2)cc1Cn1cc([N+](=O)[O-])cn1	-2	5	-4	-6	0.0	1	i	-0.2	-1.3	-0.5
COc1cccc(C(=O)Nc2nnc(S(=O)(=O)N(C)Cc3ccc(F)cc3)s2)c1	1	6	9	0	0.7	9	-9	2.6	1.1	-0.1
Oc1ccccc1C=NNC(=S)NN=Cc1ccccc1O	-8	x	7	-7	0.2	x	13	0.2	14	1.2
O=C(COC(=O)CCc1ccc(S(=O)(=O)N2CCOCC2)cc1)Nc1ccccc1OC(F)F	18	x	-3	-3	1.7	x	-5	0.0	-0.2	i
Cc1ccnc(NS(=O)(=O)c2ccc(NC(=O)C3COc4ccccc4O3)cc2)n1 (stereo unspecified)	-4	22	3	-1	1.6	-4	1	-0.6	-0.5	-0.2
CSc1ccc(Cl)c(C(=O)NC2CCCC2)c1	0	-3	5	-3	0.2	-3	-4	-0.9	-1.7	i
Cc1nnc(SCC(=O)N2CCc3ccccc3C2)s1	2	25	-3	-6	x	-2	-3	-0.8	-1.8	-1.6
COc1ccc(N/N=C(/C#N)S(=O)(=O)c2nsc(C)c2C#N)cc1	-1	14	-1	-1	x	-8	x	0.1	0.7	5.9
O=C(Oc1ccnc2cc(Cl)ccc12)N1CCOCC1	3	12	-4	3	2.1	-1	3&-13	0.9	-1.6	i
N#C[C@H]1C(O)C(O)c2ccccc2N1C(=O)c1ccccc1 (stereo partly specified)	3	x	2	6	-3.8	x	-7	-0.1	-1.3	-0.5
C/C(=N\NC(=O)c1cc(-c2ccc(C)s2)[nH]n1)c1ccco1	0	-5	4	0	-1.1	-1	x	0.4	-1.7	-0.2
COc1ccccc1CCc1nnc(CCC(=O)NCC(C)Oc2cccnc2)o1 (stereo unspecified)	1	9	-15	2	1.4	5	3	-0.4	-0.4	x
Cc1ccc(CNC(=O)COC(=O)c2cccc(S(=O)(=O)N3CCCCC3)c2)cc1	17	x	6	4	0.3	x	1	0.1	-0.9	0.0
CCC(=O)N(Cc1cc(=O)[nH]c2ccccc12)c1ccccc1	11	27	-12	-2	-1.1	-4	-8	0.4	-0.1	1.9
O=C1c2ccccc2/C(=C\c2ccc3[nH]ccc3c2)N1c1ccccc1	-4	x	0	4	0.6	x	-1	0.5	1.7	-0.4
Nc1nc(SCc2ccccc2Cl)c2ncn(C3OC(CO)C(O)C3O)c2n1 (stereo unspecified)	9	x	19	-6	-1.0	x	-17	0.1	-2.1	i
Cc1c(C)c2ccc(O[C@@H]3O[C@H](CO)[C@@H](O)[C@H](O)[C@H]3O)c(C)c2oc1=O	-3	20	-5	-10	1.1	-1	9	-1.5	-0.3	0.9
C/C(=N\Nc1ccc(S(N)(=O)=O)cc1[N+](=O)[O-])c1cccs1	3	20	5	-3	-1.3	1	i	-1.5	-0.6	i
CCCNC(=O)C12CCC(C)(C(=O)C1Br)C2(C)C (stereo unspecified)	-5	-12	-10	0	x	2	-8	0.2	-0.8	-0.2
CCn1c(NCc2ccc(N(C)C)cc2)nc2ccccc21	-2	9	0	3	x	-9	21	0.5	-0.9	3.1
Cc1ccccc1/C(N)=N/OC(=O)N1c2ccccc2Sc2ccccc21	1	28	-12	-2	x	-3	x	-1.9	0.8	-0.3
CCOC(=O)C1=C(C)N(c2ccc(C)cc2)C(=O)/C1=C\c1cccs1	9	7	3	-4	x	0	7	-0.9	-1.3	i
CCOc1c(Cl)cc(C(=O)NCCN2CCCCC2)cc1Cl	4	22	-15	2	x	-1	-8	4.3	-3.3	0.5
O=C(CCCSc1nc2ccccc2[nH]1)NCc1ccccc1F	7	16	9	-11	-3.1	1	-4	-0.4	-0.9	-0.3
COc1ccc2c(C)cc(=O)oc2c1C	7	23	-11	2	x	4	-21	0.8	-0.3	i
CCN(CC(=O)NC(=O)NC1CCCC1)Cc1ccccc1	-4	x	3	-5	0.2	x	-14	1.7	0.9	i
CC(=O)Nc1ccc(NC(=O)COc2cccc3ccccc23)cc1	2	x	-6	-2	-0.5	x	x	-0.3	x	i
O=C(Nc1ccc(C(=O)N2CCOCC2)cc1)c1cnn2c(C(F)F)cc(-c3ccccc3)nc12	10	-3	12	-4	0.4	0	-15	-0.1	0.7	1.1
CCOc1ccccc1C(=O)Nc1cccc(-c2ccc3nncn3n2)c1	0	-21	5	-6	2.1	-1	-9	-0.7	0.3	-0.4
N#CC1=C(N)N(c2ccc(F)cc2)C(=O)C1	4	17	-1	-1	1.0	-3	-10	-0.4	-0.3	14

Remaining list, next part.
SMILES	Y pestis TopoI	VHR inh abs	CCHF vOTU inh	Anthrax LF inh2	TcdB inh	3CLpro inhibitor	SSB-PriA inh	BoNT A protease	PfHsp40 yeast	BH1578 lux ind
CCN=C(NS(=O)(=O)c1ccc(Br)cc1)c1ccc(Cl)cc1	-1	0	1	-5	1.0	0	-11	0.3	-0.5	-0.6
Cc1cc(=O)oc2c(C)c(OC(C)C(=O)NC3CCN(Cc4ccccc4)CC3)ccc12 (stereo unspecified)	0	2	2	3	0.7	0	-2	-0.9	-0.8	-0.4
C/C(=N/N=C/c1ccc(N(C)C)cc1)c1ccccc1	7	3	8	-4	0.0	-1	x	-0.7	-1.2	-0.4
COc1ccc(CC(=O)NC2CCN(CC(=O)N3CCCc4ccccc43)CC2)cc1OC	-2	8	-1	-8	x	3	-1	-1.1	2.1	-0.3
COC(=O)c1nn(-c2ccccc2)c(=O)cc1Oc1ccc(Cl)cc1	0	38	9	2	x	-4	-7	0.5	-1.3	i
Cc1ccc(-c2cc(C(=O)N3CCN(C4CCS(=O)(=O)C4)CC3)c3ccccc3n2)cc1 (stereo unspecified)	6	x	7	-2	-2.5	x	13	-0.3	-2.2	i
Cc1ccc(-c2noc(C3CCCN(C(=O)c4ccc(F)cc4F)C3)n2)cc1 (stereo unspecified)	11	-4	8	-3	x	-1	-21	-0.5	0.9	i
Cc1ccc(Nc2cc(C)c(O)c(C)c2)cc1	-3	-9	6	1	-7.0	0	8	-0.6	-0.8	-0.4
CC(/C=N/Nc1nnc2c(n1)[nH]c1ccccc12)=C\c1ccco1	-2	15	x	-3	x	0	x	-1.1	-0.2	1.0
Cc1c(S(=O)(=O)Nc2cc(Cl)ccc2Cl)c(=O)n(C)c(=O)n1C	1	-16	-1	0	0.3	-5	-1	-0.1	-0.1	-0.2

Retrieved by structure from above:
SMILES	Y pestis TopoI	VHR inh abs	CCHF vOTU inh	Anthrax LF inh2	TcdB inh	3CLpro inhibitor	SSB-PriA inh	BoNT A protease	PfHsp40 yeast	BH1578 lux ind
CCN=C(NS(=O)(=O)c1ccc(Br)cc1)c1ccc(Cl)cc1	-1	0	1	-5	1.0	0	-11	0.3	-0.5	-0.6
COC(=O)c1nn(-c2ccccc2)c(=O)cc1Oc1ccc(Cl)cc1	0	38	9	2	x	-4	-7	0.5	-1.3	i
C/C(=N/N=C/c1ccc(N(C)C)cc1)c1ccccc1	7	3	8	-4	0.0	-1	x	-0.7	-1.2	-0.4

Not all compounds are listed. The share of hits here may be higher or lower than overall.
